Bioassay records deposited in PubChem by several laboratories.
DSG3 Ab inh: blocks pemphigus antibody binding to human desmoglein-3. P32926. DSG3-coupled beads, scFv-anti-DSG3-GFP binding, flow cytometry; active compounds read low. binding (percent of control), % at 10 µM. 310,000 compounds, 0.48% hits;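 active = binding more than 3 SD below its plate's average and above zero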;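 also: hits lower antibody fragment binding to DSG3; some compounds called inactive have numbers as strong as hits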
NSD2 inh: NSD2 (human) methyltransferase inhibition. O96028. NSD2 peptide methylation, AlphaScreen, 120 min. inhibition, % at 12.5 µM. 310,000 compounds, 0.54% hits; in the data active = inhibition above about 50%
Arrestin-AP2 inh: inhibitors of human beta-arrestin and AP2 interaction; AID 504490; inhibition, % at 10 µM; FITC-arrestin peptide / GST-AP2 beads, flow cytometry; AP2 beta2 appendage carries R879A mutation; 340,000 compounds, 0.31% hits;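 active = inhibition above a set limit, near 3 SD of compounds lacking own fluorescence, cut at about 54% in these data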;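 also: plate controls were DMSO wells for no effect and 5 µM unlabelled arrestin peptide for full effect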
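System: GST-AP2 R879A glutathione beads; medium: PBS, Tween 20 0.05%, BSA 0.1%; reagent: fluorescein-tagged arrestin peptide at 50 nM final; schedule: pre-incubation 12 min, peptide binding 1 h, room temperature; detection: flow cytometry, FL1 (488/535 nm); read-out: inhibition as reduced fluorescein signal on beads, percent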
DAGLB inhibitor: blocks human DAGLB lipase activity | HEK293T DAGLB membrane lysate, EnzChek fluorogenic substrate | inhibition, % at 5.17 µM | 340,000 compounds, 0.059% hits | AID 504411; in the data active = inhibition above about 34%;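 also: 0% = enzyme with vehicle and 100% = wells lacking enzyme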
V-ATPase pH: regulators of yeast V-ATPase proton transport; AID 504577; response, % at 10 µM; 350,000 compounds, 0.37% hits; S. cerevisiae, pHLuorin cytosolic pH fluorescence; in the data active = response mostly above about 7.3%, no sharp cut-off; inactive = mostly below about 5.4%; also: actives read high; inactives centre near 0; some compounds called inactive have numbers as strong as hits
LANA DNA inh: KSHV C-LANA DNA binding inhibition; MBP-C-LANA/FAM-LBS DNA binding, fluorescence polarization; inhibition, % at 9 µM; 340,000 compounds, 0.078% hits; AID 504423;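 active = highest replicate inhibition at or above 60% at 9 µM, even if other replicates fall short; inactive = all replicates below 60% inhibition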;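 also: 0% = neutral control wells and 100% = 4 µM acridine orange control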
CAL PDZ FP-1: inhibitors of human CAL PDZ peptide binding; Q9HD26; purified CAL PDZ, TMR-peptide fluorescence polarization, 1 h; inhibition, % at 24.9 µM; 300,000 compounds, 0.92% hits; AID 602252;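 active = mean inhibition of at least 30% with at least half of replicates also reaching 30%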;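 also: 0% = DMSO neutral control and 100% = excess unlabeled competitor peptide PRC23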
RTF Ca sens inh: cardiac RTF calcium desensitization; P19429+P45379; IANBD-labeled cardiac RTF, Ca2+ fluorescence; inhibition, % at 7.15 µM; 340,000 compounds, 0.12% hits; AID 493244;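 active = inhibition above the mean inhibition of all tested compounds plus 3 SD, cut at about 17% in these data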;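 also: assay run at fixed EC70 calcium of 1.6 mM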
CAL PDZ FP-2: blocks peptide binding to human CAL PDZ domain. Q9HD26. purified CAL PDZ, TMR-peptide fluorescence polarization, 1 h. inhibition, % at 20 µM. 330,000 compounds, 0.02% hits. AID 504414;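 active = highest replicate inhibition of at least 40%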;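 also: plate controls were DMSO neutral control wells for no effect and unlabeled competitor peptide control wells for full effect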
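Material: tagged CAL PDZ protein CerCALP, purified; buffer or medium: sodium phosphate/NaCl buffer pH 7.4 with TCEP, IgG, Thesit; also added: fluorescent TMR peptide probe; schedule: 1 h incubation at room temperature before polarization reading; technique: fluorescence polarization from S- and P-plane intensities, G-factor corrected; control set: unlabelled peptide and DMSO controls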
Keap1-Nrf2 PPI: inhibitors of human Keap1-Nrf2 protein-protein interaction. Q14145. inhibition, % at 9.4 µM. 340,000 compounds, 0.15% hits. AID 504523. Keap1 Kelch-Nrf2 peptide fluorescence polarization, 1536-well; in the data active = inhibition above about 12%;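 also: human Keap1 Kelch domain with fluorescein labeled Nrf2 9mer peptide probe; 0% = neutral control wells and 100% = peptide positive control; higher means more block of Keap1 binding to Nrf2 peptide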
Target sequence (Q14145 whole entry, looked up, the tested form may be a part): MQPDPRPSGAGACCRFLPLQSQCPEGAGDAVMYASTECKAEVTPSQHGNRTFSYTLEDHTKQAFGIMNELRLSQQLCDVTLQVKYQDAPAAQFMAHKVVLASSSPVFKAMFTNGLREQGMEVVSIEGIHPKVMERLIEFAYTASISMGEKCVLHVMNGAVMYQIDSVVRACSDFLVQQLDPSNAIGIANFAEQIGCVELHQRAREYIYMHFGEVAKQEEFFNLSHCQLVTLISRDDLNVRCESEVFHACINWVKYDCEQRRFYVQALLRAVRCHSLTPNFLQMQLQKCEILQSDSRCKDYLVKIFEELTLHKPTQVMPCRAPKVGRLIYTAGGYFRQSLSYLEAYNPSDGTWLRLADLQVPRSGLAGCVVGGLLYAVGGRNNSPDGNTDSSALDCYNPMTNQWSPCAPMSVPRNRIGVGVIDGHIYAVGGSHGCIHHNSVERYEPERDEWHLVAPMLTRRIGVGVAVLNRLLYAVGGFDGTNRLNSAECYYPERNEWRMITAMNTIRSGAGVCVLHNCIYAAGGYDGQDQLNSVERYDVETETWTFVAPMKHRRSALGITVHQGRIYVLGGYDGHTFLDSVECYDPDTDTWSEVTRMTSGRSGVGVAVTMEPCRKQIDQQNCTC
Starred values were filed as active, the others as inactive; x = not tested or not shown. The list is partial; count on the stated rates, not on these rows.

SMILES | DSG3 Ab inh | NSD2 inh | Arrestin-AP2 inh | DAGLB inhibitor | V-ATPase pH | LANA DNA inh | CAL PDZ FP-1 | RTF Ca sens inh | CAL PDZ FP-2 | Keap1-Nrf2 PPI
COc1ccccc1/C=C/C(=O)Nc1cccc(C(C)=O)c1 | 110 | 0 | 0 | 1 | -1 | 0.7 | -15 | 7 | -3.0 | -7
O=C(COC(=O)c1cccnc1Nc1ccccc1F)NCc1ccc2c(c1)OCO2 | 106 | 0 | 3 | 0 | -2 | -1.4 | 4 | -8 | 0.1 | 0
CCOC(=O)C1CCN(C(=O)c2sc3nc(-c4ccccc4)cn3c2C)CC1 | 101 | 1 | 4 | -3 | 0 | -1.0 | -2 | 1 | -0.2 | -1
CSc1ncccc1C(=O)N1CCN(S(=O)(=O)c2ccc3c(c2)OCCO3)CC1 | 105 | 2 | 5 | 0 | 0 | 1.4 | -3 | -2 | 0.1 | -2
COc1cc2c(cc1NC(=O)C(C)Sc1ccc(C)cc1)oc1ccccc12 (configuration not stated) | 98 | 0 | 21 | -17 | 2 | 1.1 | -4 | 8 | 0.1 | -2
COc1ccccc1CC(=O)Nc1ccc([N+](=O)[O-])cc1OC | 100 | 11 | 2 | -2 | -1 | 4.5 | 0 | -5 | -0.3 | -2
Cc1cc(O)ccc1Nc1nc(-c2sc(N)nc2C)cs1 | 101 | 0 | 1 | 2 | -2 | 0.4 | x | -9 | -2.5 | -6
COc1ccc(NC(=O)CN2C(=O)CC(C)S(=O)(=O)c3ccccc32)cc1 (configuration not stated) | 109 | -1 | -2 | 0 | -3 | 1.0 | -3 | -9 | -1.6 | -3
CC(=O)Nc1ccc(S(=O)(=O)C(C#N)c2nc3ccccc3nc2NCCN2CCOCC2)cc1 (configuration not stated) | 97 | -4 | 37 | 3 | -2 | -0.2 | -1 | 3 | -3.2 | -2
COC(=O)c1ccccc1NS(=O)(=O)c1c(C)noc1C | 99 | -1 | -6 | -3 | -1 | 0.7 | 0 | -1 | 0.9 | -1
C/C(=C1\SC(N2CCOCC2)=NC1=O)c1ccccc1 | 99 | -5 | -2 | 2 | 0 | 1.4 | 1 | -6 | -2.7 | -3
COc1ccc(C(=O)/C=C/N(C)C)cc1 | 96 | 4 | -3 | 4 | 0 | -0.5 | -3 | 3 | -5.2 | -6

Six compounds out of the list, sorted by SMILES length, smallest number first:
SMILES | DSG3 Ab inh | NSD2 inh | Arrestin-AP2 inh | DAGLB inhibitor | V-ATPase pH | LANA DNA inh | CAL PDZ FP-1 | RTF Ca sens inh | CAL PDZ FP-2 | Keap1-Nrf2 PPI
Cc1cc(O)ccc1Nc1nc(-c2sc(N)nc2C)cs1 | 101 | 0 | 1 | 2 | -2 | 0.4 | x | -9 | -2.5 | -6
C/C(=C1\SC(N2CCOCC2)=NC1=O)c1ccccc1 | 99 | -5 | -2 | 2 | 0 | 1.4 | 1 | -6 | -2.7 | -3
COC(=O)c1ccccc1NS(=O)(=O)c1c(C)noc1C | 99 | -1 | -6 | -3 | -1 | 0.7 | 0 | -1 | 0.9 | -1
COc1ccccc1/C=C/C(=O)Nc1cccc(C(C)=O)c1 | 110 | 0 | 0 | 1 | -1 | 0.7 | -15 | 7 | -3.0 | -7
COc1ccccc1CC(=O)Nc1ccc([N+](=O)[O-])cc1OC | 100 | 11 | 2 | -2 | -1 | 4.5 | 0 | -5 | -0.3 | -2
CC(=O)Nc1ccc(S(=O)(=O)C(C#N)c2nc3ccccc3nc2NCCN2CCOCC2)cc1 (configuration not stated) | 97 | -4 | 37 | 3 | -2 | -0.2 | -1 | 3 | -3.2 | -2

(continued)
SMILES | DSG3 Ab inh | NSD2 inh | Arrestin-AP2 inh | DAGLB inhibitor | V-ATPase pH | LANA DNA inh | CAL PDZ FP-1 | RTF Ca sens inh | CAL PDZ FP-2 | Keap1-Nrf2 PPI
CCc1ccc(OCCSc2nc3ccccc3n2CCC(=O)O)cc1 | 96 | -5 | 3 | 1 | 5 | -2.3 | 0 | -1 | x | -5
COc1ccc(CNN2CCCCC2C(=O)Nc2ccc(OC)c(OCC(C)C)c2)cc1OC (configuration not stated) | 99 | 3 | 8 | -1 | -3 | -0.7 | 5 | -5 | 0.0 | -2
O=C(C1CCN(S(=O)(=O)c2cnc[nH]2)CC1)N1CCN(c2ccc([N+](=O)[O-])cc2)CC1 | 97 | 5 | 11 | -1 | 1 | 0.7 | 49* | -2 | -0.7 | 2
O=C(N/N=C/c1cc(Cl)cc([N+](=O)[O-])c1O)c1ccccc1NS(=O)(=O)c1cccs1 | 91 | -5 | 14 | 2 | 0 | 4.3 | 14 | -17 | -0.2 | -3
CCN(CC)C(=O)[C@H]1C[C@H](CC(=O)NC(C)(C)C)C(=O)N2CCc3c([nH]c4cc(-c5ccco5)ccc34)[C@]12C | 99 | x | 9 | 2 | -1 | -0.3 | -1 | -5 | -1.4 | -6
Cc1ccccc1-n1c(=O)[nH]c(=O)c2c(N)c(C(=O)c3ccc(Cl)cc3)sc21 | 98 | -1 | -3 | -3 | -4 | -1.2 | 2 | -10 | -0.2 | -7
Cc1ccc(C)c(S(=O)(=O)N2CCN(C(=O)[C@H](C)N3C(=O)C4CC=CCC4C3=O)CC2)c1 (some centres not stated) | 103 | -3 | 32 | 2 | -1 | 1.9 | -4 | -14 | -2.1 | 1
CN1CC(=O)Nc2ccccc2C1=O | 89 | -2 | 1 | -1 | -4 | 0.2 | 6 | 1 | 0.4 | -2
COc1ccc(CCNC(=O)c2cnc3ccccc3n2)cc1 | 95 | -2 | 1 | -2 | 5 | 0.3 | -4 | 2 | -2.1 | -1
CCC(C)(C)NC(=O)CCn1c(-c2ccccc2)cc(C(C)=O)c1C | 107 | 3 | 22 | -2 | -1 | -0.1 | 1 | -1 | -2.5 | -3
COc1ccc(OC)c(NS(=O)(=O)c2ccc(SC)cc2)c1 | 106 | -2 | -9 | -1 | -2 | 0.5 | -5 | -13 | x | 3
CCN(CC)S(=O)(=O)N1CCC(C(=O)NCc2ccco2)CC1 | 103 | -3 | -15 | -3 | 4 | 1.4 | x | 0 | -0.4 | -5
CC(C)=NNc1nc(-c2ccc(N3C(=O)CCC3=O)cc2)cs1 | x | 10 | 1 | 3 | 0 | -0.5 | -3 | 0 | 0.3 | -8
O=S(=O)(Nc1ccc(-n2cnnn2)cc1)c1cccc(F)c1 | x | -4 | 9 | 1 | 2 | -1.3 | -1 | -22 | -2.4 | -2
Cc1ccc(C2N(c3ccc(F)cc3)C(=O)C3CCCN32)cc1 (configuration not stated) | 110 | x | -7 | -1 | 0 | -2.1 | x | -10 | 0.8 | 0
CCN(Cc1nc2ccccc2c(=O)[nH]1)C(=O)c1cccc(OCc2c(C)noc2C)c1 | 73 | 0 | -1 | 1 | 2 | 0.9 | -5 | -2 | -2.7 | 1
COc1ccc(C(=O)NCCc2ccc(Cl)cc2)cc1S(=O)(=O)N1CCCCC1C (configuration not stated) | 103 | 1 | 37 | -3 | -4 | -0.9 | x | -1 | -0.7 | -1
On1c(-c2ccco2)nc2c1CCc1nonc1-2 | 101 | 3 | 3 | 1 | 0 | -0.2 | 0 | -22 | 0.1 | -3
CC1CCN(C(=O)CSCC(=O)Nc2nc(-c3cccs3)cs2)CC1 | 94 | x | -1 | 3 | 6 | -0.4 | -2 | -3 | -1.2 | -10
CCOC(=O)N1CCC(NC(=O)CCc2ccccc2)CC1 | 113 | -5 | -20 | -2 | 0 | -0.4 | -3 | -6 | -0.2 | -3
CCC(=O)N1CC2(c3ccccc3)CN(C(=O)CC)CC(c3ccccc3)(C1)C2=O | 91 | -2 | 25 | 3 | -2 | 1.2 | -3 | -11 | -1.4 | 1
COc1cc(C(=O)N2CCN(CCCc3ccccc3)CC2)cc(OC)c1OC | 108 | -3 | 10 | -6 | 2 | 1.4 | x | -3 | -0.6 | -1
Cc1cccc(-n2ncc3c(Nc4c(C)n(C)n(-c5ccccc5)c4=O)ncnc32)c1 | 99 | -6 | -6 | -2 | 0 | -2.3 | x | -4 | -2.0 | -7
CCc1nc(SCc2nc3ccccc3[nH]2)c2oc3ccccc3c2n1 | 102 | -3 | -7 | -5 | 2 | 2.2 | x | -7 | -4.7 | 0
Cc1c(C(=O)NC(=S)NCc2cccnc2)cccc1[N+](=O)[O-] | 92 | -2 | 27 | 2 | 3 | -0.2 | 0 | -4 | -1.4 | 1
CC(C)N=C(NC#N)SCc1ccccc1 | 99 | -3 | 3 | 0 | 3 | -0.8 | x | -1 | 0.2 | -2
COc1ccc(NC(=O)c2cccc(Cn3cc(Br)c([N+](=O)[O-])n3)c2)c(C)c1 | 90 | 0 | -4 | 1 | -2 | -0.3 | 0 | -10 | -2.6 | -5
O=C(NCc1cccs1)C1CCC(CNS(=O)(=O)c2cccc3nsnc23)CC1 (configuration not stated) | 97 | x | -2 | 3 | -2 | 0.3 | -5 | -8 | 0.2 | 2
CCOc1ccc(NC(=S)N2CCN(S(=O)(=O)c3ccc(C)cc3)CC2)cc1 | 107 | 0 | 6 | -4 | 2 | -1.5 | -4 | 1 | -2.1 | -5
Nc1nnc(SCC(=O)NC23CC4CC(CC(C4)C2)C3)s1 | 99 | -2 | -2 | -1 | 4 | 0.6 | -10 | -6 | -0.2 | 1
COc1ccc(NC(=O)c2ccco2)cc1NC(=O)c1cc2ccccc2o1 | x | -6 | -2 | 2 | 0 | 1.2 | -3 | 4 | -1.3 | -4
CC(C)(C)c1ccc(/C=C/C(=O)N2CCN(c3ncccn3)CC2)cc1 | 94 | -2 | -4 | 0 | -1 | -1.2 | -1 | -2 | -3.2 | -1
COc1ccc(N(CC(=O)Nc2ccccc2F)S(=O)(=O)c2ccc(C)c([N+](=O)[O-])c2)cc1 | 102 | -1 | 24 | -5 | 0 | -1.1 | 8 | 2 | -0.1 | 1
Cc1c(C(=O)O)cccc1-n1c(C)cc(/C=N/NC(=O)c2cc3ccccc3o2)c1C | 99 | 1 | 0 | 1 | 3 | 0.7 | -1 | -2 | -2.6 | -1
COc1ccc(C(=O)Nc2sc(C)c(-c3ccccc3)c2C#N)cc1OC | 90 | -3 | -10 | -8 | 1 | -0.2 | 1 | -2 | -3.1 | -2
COC(=O)Cc1c(C)c2ccc(OCC(=O)NCc3ccc4c(c3)OCO4)cc2oc1=O | 105 | 2 | 1 | 0 | 2 | 0.9 | -2 | 2 | 0.6 | -4
